Assay outcomes: PubChem BioAssay, National Center for Advancing Translational Sciences (NCATS)
WRN inhibitor: WRN helicase (human) inhibition; Q14191; WRN helicase unwinding, fluorescent forked duplex, kinetic; Potency, µM (highest dose often 114 µM), for inactives: at the top dose activity change, negative = inhibition, most hits filed as inhibitors; hit rate 0.46% among 360,000; AID 651768; also: potency is read from the fitted curve at half-maximal effect; % is scaled to controls: 0 for no effect and ±100 for the full control effect; nearly all actives have a fitted effect of over 55% in size
Target sequence (Q14191 whole entry, looked up): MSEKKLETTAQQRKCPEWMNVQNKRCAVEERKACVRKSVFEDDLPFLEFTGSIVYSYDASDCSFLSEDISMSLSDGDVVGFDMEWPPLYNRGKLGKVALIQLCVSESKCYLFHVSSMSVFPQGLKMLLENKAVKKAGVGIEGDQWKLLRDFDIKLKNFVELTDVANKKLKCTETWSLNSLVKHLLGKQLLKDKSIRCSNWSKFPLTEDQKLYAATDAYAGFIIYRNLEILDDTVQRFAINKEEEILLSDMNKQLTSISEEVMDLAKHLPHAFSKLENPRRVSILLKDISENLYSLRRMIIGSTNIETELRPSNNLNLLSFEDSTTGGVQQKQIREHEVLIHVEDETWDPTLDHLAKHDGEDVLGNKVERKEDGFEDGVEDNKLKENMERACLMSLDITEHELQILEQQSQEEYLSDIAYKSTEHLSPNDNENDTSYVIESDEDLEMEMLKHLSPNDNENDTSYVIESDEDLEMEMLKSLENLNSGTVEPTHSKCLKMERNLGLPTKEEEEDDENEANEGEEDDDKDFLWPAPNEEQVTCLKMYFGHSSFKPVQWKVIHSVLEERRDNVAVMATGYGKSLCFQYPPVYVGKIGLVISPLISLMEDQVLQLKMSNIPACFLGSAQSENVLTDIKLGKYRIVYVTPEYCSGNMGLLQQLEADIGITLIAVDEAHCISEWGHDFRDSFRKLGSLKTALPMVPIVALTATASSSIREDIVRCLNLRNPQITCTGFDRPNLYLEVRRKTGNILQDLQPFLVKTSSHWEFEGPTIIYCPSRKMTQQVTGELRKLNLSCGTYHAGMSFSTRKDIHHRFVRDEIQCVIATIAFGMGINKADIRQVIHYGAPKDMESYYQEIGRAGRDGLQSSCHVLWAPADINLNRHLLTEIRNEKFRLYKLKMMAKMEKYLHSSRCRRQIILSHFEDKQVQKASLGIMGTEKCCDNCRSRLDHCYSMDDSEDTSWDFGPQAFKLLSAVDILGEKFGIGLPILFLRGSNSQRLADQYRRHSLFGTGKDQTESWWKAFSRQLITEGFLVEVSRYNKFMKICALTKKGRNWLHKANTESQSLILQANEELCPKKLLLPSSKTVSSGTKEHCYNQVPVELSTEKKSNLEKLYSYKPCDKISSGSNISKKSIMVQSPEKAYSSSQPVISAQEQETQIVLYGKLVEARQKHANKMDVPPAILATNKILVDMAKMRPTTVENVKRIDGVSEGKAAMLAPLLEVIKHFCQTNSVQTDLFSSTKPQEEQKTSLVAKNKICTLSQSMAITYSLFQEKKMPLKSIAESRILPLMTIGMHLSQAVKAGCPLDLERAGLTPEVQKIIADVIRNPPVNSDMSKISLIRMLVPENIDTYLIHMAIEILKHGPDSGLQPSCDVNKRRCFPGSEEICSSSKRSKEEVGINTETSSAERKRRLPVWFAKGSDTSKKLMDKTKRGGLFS
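Kinetic fluorescence helicase assay: unwinding of a quenched forked DNA duplex (100 nM final) with 2 mM ATP final raises red fluorescence (525/598 nm). Compounds sat 15 min at room temperature with 20 nM WRN beforehand.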
IL-2 act: IL-2 activation. hit rate 0.065% among 360,000. AID 652025. activation, % (series mostly up to about 46 µM). IL-2 activation reporter assay, cell-based qHTS; stimulated with anti-CD3/CD4/CD28 beads; in transgenic mouse T cells; in the data active = activation above about 50%; inconclusive = mostly about 30% to 49%; also: 0% is about no effect
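Screening format: compound pinned onto unstimulated transgenic mouse T cells, 60 min incubation, then anti-CD3/anti-CD4/anti-CD28 bead stimulation for 18 hours at 37 degrees C, followed by EGFP and DsRed detection.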
PLK1 PBD inh: PLK1 (human) polo-box domain binding inhibition; P53350; Plk1 PBD binding of FITC phosphopeptide, fluorescence polarization; Potency, µM, inactives show max response, negative = inhibition, hits mostly inhibitors; hit rate 2.8% among 360,000; also: potency is read from the fitted curve at half-maximal effect; series mostly up to about 57 µM; % is scaled to controls: 0 for no effect and ±100 for the full control effect; nearly all actives have a fitted effect of over 65% in size
GLP1R inv ag: acts as inverse agonist at human GLP-1 receptor. Potency, µM (highest dose often 38.3 µM), inactives show top-dose activity change, negative = inhibition, hits mostly inhibitors. AID 624417. hit rate 1.6% among 410,000. HEK293 GLP-1R CRE-luciferase, luminescence, 24 h; GLP-1R form is constitutively active. P43220; also: potency is read from the fitted curve at half-maximal effect; % is scaled to controls: 0 for no effect and ±100 for the full control effect; nearly all actives have a fitted effect of over 55% in size
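Inverse agonism was detected as reduced cAMP-driven luciferase luminescence after 24 h compound treatment. The cells were HEK293 clones expressing constitutively active human GLP-1R with the reporter. Reporter-only and GPR119 cell lines served as counterscreen controls.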
GLP1R ag: activates the human GLP-1 receptor; HEK293 GLP-1R CRE-luciferase, luminescence, 4-6 h; cells express a hypersensitive GLP-1R form; Potency, µM (series often up to 45.6 µM), for the others: at the top dose activation, actives largely listed as activators; hit rate 0.007% among 380,000; also: potency is read from the fitted curve at half-maximal effect; % of control where 0% means no effect
PI5P4Ka inh: PI5P4K alpha (human) kinase inhibition; AID 652105; P48426; PI5P4Kalpha enzyme, ADP-Glo luminescence, 60 min; stronger effect = lower value; max response, %; hit rate 1.2% among 330,000; active = max response of -50% or lower; inconclusive = between -30% and -50%; inactive = -30% or higher; also: value at the top dose of about 77 µM; % is scaled to controls: 0 for no effect and ±100 for the full control effect
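ADP-Glo luminescence end-point after a 60 min room-temperature kinase reaction. PI5P4Kalpha and substrate in HEPES pH 7.4 buffer with EGTA, 0.1% CHAPS and 5% DMSO; ATP at 5 microM final.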
DRD3 antagonist: blocks the human D3 dopamine receptor. P35462. D3R cells, DiscoveRx beta-arrestin luminescence, antagonist mode; stronger effect = lower value. max response, negative = inhibition, %. hit rate 2.5% among 360,000; in the data active = max response below about -50%; inconclusive = no clear call, values can overlap the other calls; also: % is scaled to controls: 0 for no effect and ±100 for the full control effect; mostly tested at two doses, the higher about 12 µM
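Cells expressing the human receptor were seeded at 1500 cells/well, incubated overnight at 37 degrees C in 5% CO2, then exposed to library compounds with dopamine controls for 90 minutes at 37 degrees C before luminescent detection.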
HEK293 tox: cytotoxicity counter-screen for GLP-1 receptor inverse agonists; HEK293 cAMP-luciferase reporter cells, luminescence, 24 h; Potency, µM (doses to about 38.3 µM), inactives show top-dose activity change, negative = inhibition, hits mostly inhibitors; AID 624418; hit rate 0.13% among 410,000;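 also: loss of luciferase light is scored as toxicity; potency is read from the fitted curve at half-maximal effect; % is scaled to controls: 0 for no effect and ±100 for the full control effect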
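Step one: seed cells (200 cells/uL, DMEM with 10% Nu serum, 1% pen-strep). Step two: 12-hour incubation at 37 deg C. Step three: pin 23 nL compound, incubate 24 hr. Step four: add luciferase reagent, read luminescence 12 min later.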
DRD3 agonist: D3 dopamine receptor (human) agonism. P35462. D3R DiscoveRx beta-arrestin cells, luminescence, 90 min. max activation, %. hit rate 0.58% among 410,000. AID 652048; in the data active = max activation above about 30%; also: 0% is about no effect; mostly tested at two doses, the higher about 12 µM
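Agonist-mode cell screen: cells plated at 1500/well and incubated overnight at 37 °C, then exposed to library compounds for 90 min at 37 °C. Detection reagent was added for 30–60 min at room temperature, and luminescence was read.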
Numbers without * were called inactive; [ ] = remark or other dose. Unless noted, calls follow the shape of the dose curve; as a rule, active = well fitted curve in the direction sought with a large enough effect; inconclusive = small, poorly fitted or top-dose-only effect, or another doubt; inactive = no such curve, though single readings can be large; an effect the other way counts as inactive or inconclusive.

The opening 2 entries, to show the layout:
Screening Fc1ccc(/C=N/Nc2ncnc3nc[nH]c23)cc1F returned WRN inhibitor -0.9%, IL-2 act 1.8, PLK1 PBD inh 4.7%, GLP1R inv ag 72.2%[activator], GLP1R ag 12.0%, PI5P4Ka inh -17.1, DRD3 antagonist 0.0, HEK293 tox 0.3% and DRD3 agonist -3.0.
`OCC1(Cc2ccc(Cl)cc2)CCN(Cc2ccc3nsnc3c2)CC1` gave WRN inhibitor -9.2%, IL-2 act -0.1, PLK1 PBD inh -6.1%, GLP1R inv ag inconclusive, GLP1R ag 14.6%, PI5P4Ka inh 12.6, DRD3 antagonist inconclusive, HEK293 tox 27.0% and DRD3 agonist -7.2.

The whole of this part, from the start:
Screening Fc1ccc(/C=N/Nc2ncnc3nc[nH]c23)cc1F returned WRN inhibitor -0.9%, IL-2 act 1.8, PLK1 PBD inh 4.7%, GLP1R inv ag 72.2%[activator], GLP1R ag 12.0%, PI5P4Ka inh -17.1, DRD3 antagonist 0.0, HEK293 tox 0.3% and DRD3 agonist -3.0.
`OCC1(Cc2ccc(Cl)cc2)CCN(Cc2ccc3nsnc3c2)CC1` gave WRN inhibitor -9.2%, IL-2 act -0.1, PLK1 PBD inh -6.1%, GLP1R inv ag inconclusive, GLP1R ag 14.6%, PI5P4Ka inh 12.6, DRD3 antagonist inconclusive, HEK293 tox 27.0% and DRD3 agonist -7.2.
`CCCCCCCCN1C(=O)[C@H](CC(=O)N2CCCC2)C[C@@]2(C(=O)OC)CC(C)(C)CC=C12` gave WRN inhibitor -6.5%, IL-2 act 0.4, PLK1 PBD inh -8.0%, GLP1R inv ag inconclusive, PI5P4Ka inh 9.4, DRD3 antagonist -10.2, HEK293 tox -5.1% and DRD3 agonist -3.5.
For Nc1nonc1-c1noc(-c2ccccc2)n1 the results were WRN inhibitor 2.3%, IL-2 act -1.2, PLK1 PBD inh -0.2%, GLP1R inv ag 8.4%, GLP1R ag -3.4%, DRD3 antagonist -63.3*, HEK293 tox 0.8% and DRD3 agonist -3.8.
`COc1ccc(C2=CC(=O)OC(C)(c3ccccc3)O2)cc1` (stereo not drawn) gave WRN inhibitor -26.2%, IL-2 act 4.3, PLK1 PBD inh 5.0%, GLP1R inv ag inconclusive, GLP1R ag 12.9%, PI5P4Ka inh -8.4, DRD3 antagonist -19.1, HEK293 tox -20.7% and DRD3 agonist -8.6.
Screening CCC(C)C(NC(=O)C1CCC(C)CC1)C(=O)NCc1cccnc1 (stereo not drawn) returned WRN inhibitor 4.1%, IL-2 act -0.4, PLK1 PBD inh 3.4%, GLP1R inv ag -9.9%, GLP1R ag 0.1%, DRD3 antagonist 9.8, HEK293 tox -8.0% and DRD3 agonist 1.1.
`O=C(CCCN1C(=O)C(c2ccccc2)Oc2cccnc21)NCc1ccccc1F` (stereo not drawn) gave WRN inhibitor 0.7%, IL-2 act -1.4, PLK1 PBD inh -11.8%, GLP1R inv ag inconclusive, GLP1R ag 13.5%, PI5P4Ka inh -3.4, DRD3 antagonist -8.6, HEK293 tox -2.7% and DRD3 agonist -4.5.
For COc1cccc(-c2cc3c(=O)n(-c4ccccc4)c(=S)[nH]c3s2)c1 the results were WRN inhibitor -9.2%, IL-2 act -0.2, PLK1 PBD inh -29.8%, GLP1R inv ag 33.7%[activator], GLP1R ag -7.8%, PI5P4Ka inh -23.1, DRD3 antagonist -29.7, HEK293 tox -0.1% and DRD3 agonist -4.7.
`Cc1cc(Cl)c(OCCOCCN2CCNCC2)c(Cl)c1` gave WRN inhibitor 2.2%, IL-2 act -0.2, PLK1 PBD inh 4.0%, GLP1R inv ag inconclusive, GLP1R ag 8.4%, PI5P4Ka inh -2.8, DRD3 antagonist -6.5, HEK293 tox 3.1% and DRD3 agonist -4.2.
Screening O=C(Nc1ccc2c(c1)OCCO2)c1ccccc1Cl returned WRN inhibitor 10.5%, IL-2 act -3.2, PLK1 PBD inh -7.1%, GLP1R inv ag inconclusive, GLP1R ag -0.2%, PI5P4Ka inh -1.9, DRD3 antagonist 1.7, HEK293 tox 5.2% and DRD3 agonist -1.8.
For O=C(Nc1ccccc1Cl)OCC#CCOC(=O)Nc1ccccc1Cl the results were WRN inhibitor 0.5%, IL-2 act -1.5, PLK1 PBD inh 2.5%, GLP1R inv ag 7.7%, GLP1R ag -4.3%, PI5P4Ka inh 0.0, DRD3 antagonist 31.9, HEK293 tox 4.6% and DRD3 agonist 4.5.
CN1c2ccccc2-c2nc3ccccc3n2C1c1ccccn1 (stereo not drawn) was read as WRN inhibitor -7.3%, IL-2 act 0.5, PLK1 PBD inh -3.3%, GLP1R inv ag inconclusive, GLP1R ag -0.8%, PI5P4Ka inh 1.4, DRD3 antagonist -17.8, HEK293 tox 11.5% and DRD3 agonist -1.7.
For CC(C)(C)c1ccc(/C=C/C(=O)Nc2ccncc2)cc1 the results were WRN inhibitor -4.7%, IL-2 act -0.5, PLK1 PBD inh -8.2%, GLP1R inv ag 5.4%, GLP1R ag 4.6%, PI5P4Ka inh 1.8, DRD3 antagonist 19.8, HEK293 tox -3.9% and DRD3 agonist 17.5.
`Cc1cccc(-n2c(CNC(=O)c3ccc(S(=O)(=O)N4CCCCC4)cc3)n[nH]c2=S)c1` gave WRN inhibitor -0.9%, IL-2 act -1.9, PLK1 PBD inh -2.0%, GLP1R inv ag 25.0%, GLP1R ag 2.4%, PI5P4Ka inh -10.2, DRD3 antagonist -4.1, HEK293 tox 18.0% and DRD3 agonist 3.3.
For CC1CCN(Cc2nnnn2CCCC(=O)NC(c2ccccn2)C(F)(F)F)CC1 (stereo not drawn) the results were WRN inhibitor 3.1%, IL-2 act -0.4, PLK1 PBD inh 0.5%, GLP1R inv ag 10.6%, GLP1R ag -3.8%, PI5P4Ka inh 4.0, DRD3 antagonist -1.6, HEK293 tox -3.2% and DRD3 agonist -1.0.
`CCOC(=O)C1=C(CS(=O)(=O)c2ccc(C)c(C)c2)NC(=O)NC1c1ccc(O)cc1` (stereo not drawn) gave WRN inhibitor -1.5%, IL-2 act -2.5, PLK1 PBD inh -7.0%, GLP1R inv ag 1.0%, GLP1R ag 14.7%, PI5P4Ka inh 1.7, DRD3 antagonist 8.3, HEK293 tox -11.2% and DRD3 agonist -7.2.
`Cc1ccc(NC(=S)N(Cc2ccco2)C(C)c2cccs2)cc1` (stereo not drawn) gave WRN inhibitor 1.6%, IL-2 act -0.9, PLK1 PBD inh -3.6%, GLP1R inv ag 16.0%, GLP1R ag -4.1%, PI5P4Ka inh 1.9, DRD3 antagonist 10.5, HEK293 tox 6.8% and DRD3 agonist 5.7.
For O=C(CN1C(=O)C2CCCCC2C1=O)Nc1nc2ccc(F)cc2s1 (stereo not drawn) the results were WRN inhibitor -12.3%, IL-2 act 0.5, PLK1 PBD inh -5.1%, GLP1R inv ag -13.4%, GLP1R ag -0.2%, PI5P4Ka inh -2.1, DRD3 antagonist -5.8, HEK293 tox -9.0% and DRD3 agonist 10.4.
For COCc1cc(C)nc(Nc2ccccc2C)c1C#N the results were WRN inhibitor 1.8%, IL-2 act -3.0, PLK1 PBD inh -3.3%, GLP1R inv ag 0.0%, GLP1R ag 13.4%, DRD3 antagonist -18.3, HEK293 tox -11.9% and DRD3 agonist 15.1.
`CC(c1ccc(F)cc1)n1c(-c2ccc3ccccc3n2)n[nH]c1=S` (stereo not drawn) gave WRN inhibitor -12.5%, IL-2 act -1.8, PLK1 PBD inh -25.9%, GLP1R inv ag -7.9%, GLP1R ag 0.6%, DRD3 antagonist -21.5, HEK293 tox 0.0% and DRD3 agonist -4.4.
Screening Cc1ccc(CNC(=O)Nc2ccc(OC(F)(F)F)cc2)n1C returned WRN inhibitor -14.0%, IL-2 act 0.3, PLK1 PBD inh -7.9%, GLP1R inv ag -28.6%, GLP1R ag -3.4%, PI5P4Ka inh -3.4, DRD3 antagonist -12.7, HEK293 tox -26.2% and DRD3 agonist -6.4.
`COC(=O)c1sccc1NC(=O)c1cc(-c2cccc(C)c2)nc2ccccc12` gave WRN inhibitor -0.5%, IL-2 act 0.0, PLK1 PBD inh -10.9%, GLP1R inv ag 0.2%, GLP1R ag -7.6%, PI5P4Ka inh -2.2, DRD3 antagonist 0.5, HEK293 tox 2.4% and DRD3 agonist 4.7.
`CCOc1ccccc1CNC(=O)c1ccc(NC(=O)C2=C(C)OCCS2)cc1` gave WRN inhibitor -2.5%, IL-2 act -2.5, PLK1 PBD inh -12.1%, GLP1R inv ag inconclusive, GLP1R ag 1.4%, PI5P4Ka inh -8.2, DRD3 antagonist -17.7, HEK293 tox -7.3% and DRD3 agonist 0.5.
`COC(=O)C1N[C@@H]([C@@H](NC(=O)COc2ccccc2)C(=O)NCc2ccc(OC)cc2)SC1(C)C` (stereo partly drawn) gave WRN inhibitor 1.8%, IL-2 act -0.1, PLK1 PBD inh -3.0%, GLP1R inv ag -3.6%, GLP1R ag 1.0%, PI5P4Ka inh 1.2, DRD3 antagonist inconclusive, HEK293 tox -15.3% and DRD3 agonist 0.6.
For CSc1nc2cc(C)nn2c(-c2ccccc2Cl)c1C#N the results were WRN inhibitor 4.1%, IL-2 act 1.1, PLK1 PBD inh 0.0%, GLP1R inv ag 2.6%, GLP1R ag -1.8%, PI5P4Ka inh -0.8, DRD3 antagonist 0.1, HEK293 tox -22.3% and DRD3 agonist 1.9.
For COc1ccc([C@H]2CC(=O)C=C(c3ccc4c(c3)OCO4)C2)cc1OC the results were WRN inhibitor -34.1%, IL-2 act -2.9, PLK1 PBD inh 0.0%, GLP1R inv ag -11.9%, GLP1R ag inconclusive, PI5P4Ka inh -2.0, DRD3 antagonist 0.0, HEK293 tox 13.1% and DRD3 agonist -9.8.
For COc1cc(CN2CCN(Cc3ccccc3C(F)(F)F)CC2)cc(OC)c1OC the results were WRN inhibitor -17.0%[57.1 µM], IL-2 act -0.5, PLK1 PBD inh 5.5%, GLP1R inv ag inconclusive, GLP1R ag 4.4%, PI5P4Ka inh -2.0, DRD3 antagonist -20.4, HEK293 tox -1.6% and DRD3 agonist -6.0.
